# GRIN3A LBD mod – binders of NR3A ligand-binding domain, primary screen, biophysical, differential scanning fluorimetry, uHTS; 340,000 compounds, 2.5% hits; NR3A LBD differential scanning fluorimetry, Tm shift; 0% = protein alone, 100% = glycine-bound protein; Tm shift relative to glycine control, % at 25 µM; Glutamate receptor ionotropic, NMDA 3A (GRIN3A) ligand-binding domain;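 active means melting temperature shift of at least 10% of the positive control shift, at one fixed dose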
# SENP6 inh – SENP6 protease inhibitors, primary screen, biochemical, luminescence, uHTS | Sentrin-specific protease 6 (Homo sapiens), Q9GZR1 | Recombinant SENP6 catalytic domain, aminoluciferin luminescence | inhibition, % at 10 µM | 330,000 compounds, 1.8% hits;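 active means inhibition above about 50% at the single tested dose, limit read from the data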;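 further: plate controls were DMSO wells with enzyme for no effect and DMSO wells lacking enzyme for full effect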
# SENP8 block – human SENP8 protease inhibitors, primary screen, biochemical, fluorescence, Nedd8 protein substrate, uHTS; AID 602440, 2012; inhibition, % at 20 µM; recombinant SENP8; 360,000 compounds, 0.64% hits; Sentrin-specific protease 8 (Homo sapiens), Q96LD8; in the data active means inhibition mostly above about 40%, no sharp cut-off; inactive means mostly below about 27%
# SENP1 FRET inh – human SENP1 catalytic domain inhibitors, primary screen, biochemical, FRET, uHTS. Sentrin-specific protease 1 (Homo sapiens), Q9P0U3. recombinant SENP1 catalytic domain, CyPet-SUMO1-YPet FRET cleavage. inhibition, % at 10 µM. 360,000 compounds, 0.21% hits;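 active means inhibition at least 30% at 10 µM, raw YFP signal under a set limit, fluorescence ratio 0.5 to 1.5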;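 further: 0% = enzyme with DMSO and 100% = no enzyme wells; some results filed as inactive read as strong as hits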
#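 Compound: 10 µM single point, 0.5% DMSO; Test system: hSENP1 catalytic domain, recombinant; Timing: 50 min reaction at room temperature; Technique: FRET, CFP and YFP emission; Control set: no-enzyme wells low, DMSO-plus-enzyme wells high control.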
# hIAP act – human IAP activators, primary screen, biochemical, luminescence, uHTS; purified human IAP, CDP-Star luminescence, 30 min; stronger effect = higher value; 1 = vehicle-only enzyme, 0 = enzyme-free background; activation factor at 10 µM; 330,000 compounds, 0.16% hits;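 active means activation factor of the enzyme at least 2-fold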; further: the source names both 10 and 20 µM as test concentration; values of inactives mirror those of a sister screen read the other way
# Target sequence (P09923 whole entry, looked up): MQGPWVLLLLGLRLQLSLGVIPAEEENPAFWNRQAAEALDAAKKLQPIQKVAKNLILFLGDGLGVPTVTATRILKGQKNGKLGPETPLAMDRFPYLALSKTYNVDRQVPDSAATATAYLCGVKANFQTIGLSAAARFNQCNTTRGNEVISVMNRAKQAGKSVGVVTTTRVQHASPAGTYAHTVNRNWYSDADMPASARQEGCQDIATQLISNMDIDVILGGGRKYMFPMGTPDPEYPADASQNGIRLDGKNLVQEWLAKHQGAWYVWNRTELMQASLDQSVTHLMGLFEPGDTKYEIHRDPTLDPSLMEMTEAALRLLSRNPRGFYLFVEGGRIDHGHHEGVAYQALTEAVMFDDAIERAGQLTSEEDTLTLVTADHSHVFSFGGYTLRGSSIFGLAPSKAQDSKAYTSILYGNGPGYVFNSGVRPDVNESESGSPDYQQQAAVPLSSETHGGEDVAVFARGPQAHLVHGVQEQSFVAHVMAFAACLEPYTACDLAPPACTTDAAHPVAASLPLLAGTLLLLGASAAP
# MPTP inh – mitochondrial permeability transition pore inhibitors, primary screen, biochemical, isolated mouse mitochondria, absorbance | 360,000 compounds, 1.4% hits | AID 602449, 2012 | inhibition, % at 10 µM | Ca2+ swelling absorbance, 30 min;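 active means inhibition of 50% or more, scaled per plate between neutral and stimulator controls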;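 further: 0% = DMSO wells given calcium and 100% = 1 mM EGTA wells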
# ATG4B inhibitor – ATG4B protease inhibitors, primary screen, biochemical, fluorescence, uHTS. Cysteine protease ATG4B (Homo sapiens), Q9Y4P1. ATG4B cleavage of LC3-PLA2, NBD-HPC fluorescence, 1 h. inhibition, % at 8.33 µM. 340,000 compounds, 0.51% hits; in the data active means inhibition above about 40%
# Target sequence (Q9Y4P1 whole entry, looked up): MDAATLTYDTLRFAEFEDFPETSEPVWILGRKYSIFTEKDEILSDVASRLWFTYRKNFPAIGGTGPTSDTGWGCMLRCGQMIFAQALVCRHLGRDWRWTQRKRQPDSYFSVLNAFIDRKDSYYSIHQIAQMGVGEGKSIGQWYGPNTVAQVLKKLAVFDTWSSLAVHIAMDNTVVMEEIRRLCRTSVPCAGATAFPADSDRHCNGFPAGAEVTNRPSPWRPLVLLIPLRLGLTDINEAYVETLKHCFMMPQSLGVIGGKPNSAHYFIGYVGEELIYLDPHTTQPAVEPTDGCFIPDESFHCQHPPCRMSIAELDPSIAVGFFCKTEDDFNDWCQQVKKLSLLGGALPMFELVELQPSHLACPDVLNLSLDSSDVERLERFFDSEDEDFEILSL
# PfGluPho inh – PfG6PD enzyme inhibitors, primary screen, biochemical, fluorescence intensity, uHTS | PfGluPho enzyme, NADPH resazurin-diaphorase fluorescence | inhibition, % at 20 µM | 350,000 compounds, 0.78% hits | AID 504690, 2011;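 active means inhibition reaching at least a set limit at 20 µM in the primary screen, cut at about 59% in these data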;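 further: 0% = DMSO wells with substrate and 100% = DMSO wells lacking glucose-6-phosphate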
# * hit, by the source's call; . = no result given.
SMILES,GRIN3A LBD mod,SENP6 inh,SENP8 block,SENP1 FRET inh,hIAP act,MPTP inh,ATG4B inhibitor,PfGluPho inh
Cc1cccc(OC(C)C(=O)OCC(=O)N2CCN(c3ccccc3)CC2)c1 (configuration not stated),-1,-5,7,4,1,-0.1,-13,-8
CCNC(=S)N1CCN(CC(=O)Nc2ccc(OC)cc2)CC1,-1,-10,12,2,0.86,0.3,8,-4
CCn1c(C)nc2cc(C(=O)N/N=C/c3ccc(O)cc3)ccc21,-2,-25,-45,0,0.98,-1.1,-13,-8
N#Cc1ccc(CN2CCN(C(=O)Cn3nc(C(N)=O)c4ccccc4c3=O)CC2)cc1,-5,-3,7,2,0.91,-0.9,-1,-14
CC1CCc2cc(F)cc3c(=O)c(C(=O)O)cn1c23 (configuration not stated),1,-2,4,2,1.1,-1.7,-1,1
Cc1[nH]c(=O)[nH]c(=O)c1S(=O)(=O)Nc1ccc(Br)cc1F,-1,7,1,3,0.89,0.3,4,-5
CCCCCOc1ccc(C(=O)NCC2(c3ccccc3)CCOCC2)cc1,0,6,16,1,0.84,-0.9,-2,6
O=C(Cn1c(CO)nc2ccccc21)NC1CCCCCC1,.,2,14,1,1,4.6,.,.
Cc1ccc(NC(=O)Cn2c(=O)c(C)nc3ccccc32)cc1,-1,-3,-31,1,0.97,-0.4,-3,10
CCOc1ccc(NC(=O)CC(c2ccccc2)c2ccc(F)cc2)cc1 (configuration not stated),-2,-35,9,1,1.2,15,0,38
CC(=O)Nc1ccc(NC(=O)c2ccccc2CCc2ccccc2)cc1,-6,27,14,3,0.94,0.3,-8,7
COc1ccc(CN(C)CC(=O)Nc2cc3oc4ccccc4c3cc2OC)c(OC)c1,-6,8,-8,-2,0.95,1.9,6,4
O=C(O)COc1ccccc1C=NNC(=O)c1ccc(NS(=O)(=O)c2cccs2)cc1,1,16,-60,-1,1.2,-0.7,-6,-5
Cc1ccc(CCNC(=O)CS(=O)Cc2nc(-c3cccc(C)c3)oc2C)cc1 (configuration not stated),-1,7,1,0,1,-1.3,-30,10
OC(COc1cccc2ccccc12)CN1CCN(c2cccc(Cl)c2)CC1 (configuration not stated),-7,8,29,2,0.94,0.7,-14,21
O=C(c1cc(-c2ccccc2)on1)N1CCN(c2ccccc2)CC1,0,0,4,1,1.1,-2.3,-5,0
COCCSc1nnc(NC(=O)c2ccc([N+](=O)[O-])cc2)s1,1,-16,5,1,1.1,-3.4,-2,39
CCOc1ccc(-n2c(=O)[nH]c3sc4c(c3c2=O)CCCC4)cc1,1,-10,14,3,1,0.3,-7,20
COC(=O)c1ccc(N2CCN(CCNC(=O)Nc3ccc(OC)cc3)CC2)cc1,-4,-6,23,0,0.9,-0.4,4,10
CCOc1ccc(NC(=O)c2ccccc2NC(=O)CN2CCN(C(C)=O)CC2)cc1,0,1,13,0,0.94,-0.9,-16,1
Cc1ccc(NC(=O)/C(=C/c2ccncc2)NC(=O)c2ccccc2)cc1,-2,-8,-2,0,0.94,0.4,-8,-3
Cn1c(-c2ccc(Br)o2)nc2ccccc21,-8,97*,4,-4,0.91,17,-11,20
Cc1ccccc1OCc1n[nH]c(=S)n1-c1ccccc1,-1,5,5,3,0.97,-3.3,2,31
N#C/C(=C\c1cccc(Cl)c1)C(=O)c1ccccc1,-19,10,-76,-16,1.1,0.2,-2,19
CC(C)C[C@H](NC(=O)N1CC(=O)Nc2ccccc21)C(=O)N[C@H](C(=O)O)c1ccccc1,-3,.,21,1,.,-1.0,-4,2
COc1ccc(C(C)(C)C)cc1NC(=O)CNc1cccc2ccccc12,-6,77*,-331,-21,1.1,4.8,-7,26
CC1(C)SC(=S)N(/N=C/c2cccnc2)C1N(O)C(=O)Nc1ccccc1 (configuration not stated),1,0,20,2,0.86,2.2,5,-11
COc1ccc(C(=O)N2CCN(C3CCCCC3)CC2)cc1OC,1,10,6,-162,1.1,0.4,-3,4
O=C(COC(=O)c1cc(-c2cccs2)nn1-c1ccccc1)Nc1cccc([N+](=O)[O-])c1,0,17,14,2,0.96,2.8,25,3
O=C(CC1C[C@H](C(=O)N2CCOCC2)[C@@]2(CCC3CCCC3)c3[nH]c4ccccc4c3CCN2C1=O)NCC12CC3CC(CC(C3)C1)C2 (some centres not stated),1,-2,-74,1,0.9,-0.9,4,21

# 7 structures already listed, sorted by SMILES length, low to high:
SMILES,GRIN3A LBD mod,SENP6 inh,SENP8 block,SENP1 FRET inh,hIAP act,MPTP inh,ATG4B inhibitor,PfGluPho inh
CCCCCOc1ccc(C(=O)NCC2(c3ccccc3)CCOCC2)cc1,0,6,16,1,0.84,-0.9,-2,6
CCOc1ccc(NC(=O)CC(c2ccccc2)c2ccc(F)cc2)cc1 (configuration not stated),-2,-35,9,1,1.2,15,0,38
CCOc1ccc(-n2c(=O)[nH]c3sc4c(c3c2=O)CCCC4)cc1,1,-10,14,3,1,0.3,-7,20
Cc1ccc(NC(=O)/C(=C/c2ccncc2)NC(=O)c2ccccc2)cc1,-2,-8,-2,0,0.94,0.4,-8,-3
COc1ccc(CN(C)CC(=O)Nc2cc3oc4ccccc4c3cc2OC)c(OC)c1,-6,8,-8,-2,0.95,1.9,6,4
CC(C)C[C@H](NC(=O)N1CC(=O)Nc2ccccc21)C(=O)N[C@H](C(=O)O)c1ccccc1,-3,.,21,1,.,-1.0,-4,2
O=C(CC1C[C@H](C(=O)N2CCOCC2)[C@@]2(CCC3CCCC3)c3[nH]c4ccccc4c3CCN2C1=O)NCC12CC3CC(CC(C3)C1)C2 (some centres not stated),1,-2,-74,1,0.9,-0.9,4,21

# More records:
SMILES,GRIN3A LBD mod,SENP6 inh,SENP8 block,SENP1 FRET inh,hIAP act,MPTP inh,ATG4B inhibitor,PfGluPho inh
CCCCNC(=O)C(C)N(CCN(C)C)C(=O)CCCCCN1C(=O)NC(c2ccc(Cl)cc2)C(C(=O)OCc2ccccc2)=C1C (configuration not stated),1,.,6,-2,.,-0.4,-9,16
Cc1nc(CC(=O)N2CCN(c3cccc(C)c3C)CC2)cs1,4,-4,15,6,1.1,2.1,4,1
COCCCNC(=O)CCC(=O)NNc1nc2ccccc2c2nc(-c3ccccc3)nn12,-2,-19,9,3,0.87,7.5,0,34
CCC(C)(C(=O)NC1CCCC1)N(CC1CCCO1)C(=O)CNC(=O)c1ccccc1 (configuration not stated),1,-6,11,3,0.76,-0.7,-11,5
CON1C(=O)CN(C(C)=O)C1c1ccc(Cl)cc1Cl (configuration not stated),-1,.,8,1,.,-0.1,0,-4
CCOc1ccc(S(=O)(=O)Nc2ccc(O)c(Sc3ncn[nH]3)c2)cc1,-2,-3,15,0,1.1,-0.1,-2,-14
C[C@@H]1CN([C@H](C)CO)C(=O)c2cc(NC(=O)NC3CCCCC3)ccc2O[C@H]1CN(C)S(C)(=O)=O,0,-7,14,0,0.87,-0.9,3,-7
Cc1ccc2[nH]c(-c3ccccc3)cc(=O)c2c1,-2,3,-101,-1,0.95,0.2,-10,22
O=Cc1ccc(N2CCCCCC2)cc1,-1,-6,-39,-10,1.1,-0.7,-5,12
CCOc1ccccc1C1N=C(c2ccc(OC)cc2)CC(c2ccccc2O)N1 (configuration not stated),-1,2,-126,-17,1,-2.4,0,12
COC(=O)c1cccc(CN2C(=O)SC(Nc3ccccc3)C2=O)c1 (configuration not stated),0,-14,-351,-15,1,8.5,-6,15
Cc1ccc(-c2csc3ncnc(-n4nnc5ccccc54)c23)cc1,-3,1,-222,-4,1,-0.8,-3,8
COc1cc2c(cc1OC)C(C)N(CC(=O)Nc1ccc(S(=O)(=O)N3CCCC3)cc1)CC2 (configuration not stated),-2,-1,-369,-6,1.2,0.9,-14,-6
O=C(Nc1nnc(SCC(=O)N2CCCC2)s1)C1CC(=O)N(c2ccccc2)C1 (configuration not stated),0,3,1,2,0.91,-1.2,8,8
O=C(NCC(=O)N1CCC2(CC1)NCCc1[nH]cnc12)c1ccc2ccccc2c1,2,9,13,1,1.3,-3.9,-14,12
CCOCc1nnc(NC(=O)COc2ccc3c(c2)OCO3)s1,2,0,-1,9,0.92,-1.2,1,7
COCCCNC(=O)Cn1nc(-c2cccc(OC)c2)ccc1=O,-1,-35,4,0,1.2,-1.3,-3,2
C=CCCC(=O)N1CCC(n2nccc2NC(=O)c2ccc(OC)cc2)CC1,0,14,16,2,1.1,-0.3,1,-6
OC(c1ccccc1)c1nccc2ccccc12 (configuration not stated),-1,-6,15,1,1,-0.5,-9,-13
CCCc1c(C)c2ccccc2[nH]c1=O,-1,-18,-5,0,0.96,-1.5,2,2
Cc1ccc(NC(=O)c2ccc(Cl)c(S(=O)(=O)NCC3CCCO3)c2)c(O)c1 (configuration not stated),-6,-13,12,-1,1.2,0.3,4,-10
COc1ccc(OC)c(NC(=O)CCc2c[nH]c3ccccc23)c1,-31,-8,19,1,0.76,1.3,-4,0
CCOc1cc(/C=C(\CC(=O)O)c2nc3ccccc3s2)ccc1OCC(=O)Nc1cccc(C(F)(F)F)c1,-2,.,-447,-58,.,-2.2,-8,-15
N#Cc1ccc(Cl)cc1NC(=O)CN1C(=O)C(=O)N(CCC2=CCCCC2)C1=O,.,.,9,-1,.,-0.6,.,-24
CCOC(=O)C1=C(N)Oc2c(oc(CO)cc2=O)C1c1ccc(Cl)cc1 (configuration not stated),-7,7,13,-2,1,0.3,-2,-10
O=C(O)C1C2C=CC(C2)C1C(=O)NCc1cccnc1 (configuration not stated),3,-11,24,2,0.92,-0.9,0,-8
Cc1cc(C)n(-c2nc(Nc3ccccc3)nc(-n3nc(C)cc3C)n2)n1,-2,-5,1,-3,1.1,2.9,-9,-7
CC(C)C[C@@H](CC#N)N1CCN(CCc2ccccc2)CCC1=O,-2,-12,-1,-6,0.97,-1.2,-10,7
CC(O)(CS(=O)(=O)c1ccc(Br)cc1)c1ccccc1 (configuration not stated),2,9,11,3,1.1,-0.8,-4,-9
FC(F)(F)c1cccc(-c2nn[nH]n2)c1,0,11,18,3,1,0.6,0,-12
CCNc1nc(NCC)nc(N2CC(=O)N(CC(=O)OCC)C2=N)n1,1,-26,18,-1,1,-0.9,1,3
Nc1cc(=O)[nH]c(=O)n1Cc1ccccc1,0,-11,8,3,0.87,0.1,1,3
O=C(CN1CCN(S(=O)(=O)c2ccc(F)cc2)CC1)Nc1ccc(Cl)c(C(F)(F)F)c1,1,-12,18,2,1.2,2.0,-14,27
CCN(CC)CCNc1nc(-c2cccs2)c(CC(=O)O)s1,1,10,6,-1,1.1,0.1,-6,10
CCCC(=O)C1=C(O)C(C(=O)OC)C(C)(C)CC1=Nc1cccc2ccccc12 (configuration not stated),1,3,2,-1,1.1,0.4,7,9
Cc1cnc(NC(=O)c2cc(-c3ccccc3)nn2-c2ccccc2)s1,-2,.,-129,2,.,1.5,0,-7
O=C(NC12CC3CC(CC(C3)C1)C2)c1ccc(-c2ccc(Br)cc2)o1,-1,-22,27,3,1,26,0,9
COc1cccc(CN2C(=O)NC3(CCCCCC3)C2=O)c1,-1,-31,9,-3,0.88,0.1,1,-2
COc1ccccc1C(=O)NNc1ncc(C)s1,3,12,-5,1,1.5,-0.6,-3,8
COc1ccc(NS(=O)(=O)c2ccc(S(=O)(=O)N3CCCC3)cc2)cc1Cl,-9,-10,8,1,1.2,31,-2,-17
COC(=O)c1[nH]c2c(c1C(=O)OC)CCc1ccccc1-2,-2,-11,-287,-51,1,1.3,1,-17
CC(=O)Nc1ccc(S(=O)(=O)Nc2nc(C)cc(-n3nc(C)cc3C)n2)cc1,-1,8,3,0,1.1,-2.0,-2,-3
CCOc1ccccc1C(=O)NCC(=O)N1CCC(C)CC1,-1,2,1,0,1.1,0.3,9,-3

# Bioassay records (PubChem BioAssay)
